Source: PubChem BioAssay (National Center for Advancing Translational Sciences (NCATS))
WRN inhibitor – qHTS for Inhibitors of WRN Helicase; Potency, µM (highest dose often 114 µM), inactives show at the highest dose activity change, negative = inhibition, usual class: inhibitors; Bifunctional 3'-5' exonuclease/ATP-dependent helicase WRN (Homo sapiens), Q14191; 0.46% of 360,000 active; WRN helicase unwinding, fluorescent forked duplex, kinetic; AID 651768, 2012; also: potency is read from the fitted curve at half-maximal effect; % is scaled to controls: 0 for no effect and ±100 for the full control effect; nearly all actives have a fitted effect of over 55% in size
Target sequence (Q14191 whole entry, looked up): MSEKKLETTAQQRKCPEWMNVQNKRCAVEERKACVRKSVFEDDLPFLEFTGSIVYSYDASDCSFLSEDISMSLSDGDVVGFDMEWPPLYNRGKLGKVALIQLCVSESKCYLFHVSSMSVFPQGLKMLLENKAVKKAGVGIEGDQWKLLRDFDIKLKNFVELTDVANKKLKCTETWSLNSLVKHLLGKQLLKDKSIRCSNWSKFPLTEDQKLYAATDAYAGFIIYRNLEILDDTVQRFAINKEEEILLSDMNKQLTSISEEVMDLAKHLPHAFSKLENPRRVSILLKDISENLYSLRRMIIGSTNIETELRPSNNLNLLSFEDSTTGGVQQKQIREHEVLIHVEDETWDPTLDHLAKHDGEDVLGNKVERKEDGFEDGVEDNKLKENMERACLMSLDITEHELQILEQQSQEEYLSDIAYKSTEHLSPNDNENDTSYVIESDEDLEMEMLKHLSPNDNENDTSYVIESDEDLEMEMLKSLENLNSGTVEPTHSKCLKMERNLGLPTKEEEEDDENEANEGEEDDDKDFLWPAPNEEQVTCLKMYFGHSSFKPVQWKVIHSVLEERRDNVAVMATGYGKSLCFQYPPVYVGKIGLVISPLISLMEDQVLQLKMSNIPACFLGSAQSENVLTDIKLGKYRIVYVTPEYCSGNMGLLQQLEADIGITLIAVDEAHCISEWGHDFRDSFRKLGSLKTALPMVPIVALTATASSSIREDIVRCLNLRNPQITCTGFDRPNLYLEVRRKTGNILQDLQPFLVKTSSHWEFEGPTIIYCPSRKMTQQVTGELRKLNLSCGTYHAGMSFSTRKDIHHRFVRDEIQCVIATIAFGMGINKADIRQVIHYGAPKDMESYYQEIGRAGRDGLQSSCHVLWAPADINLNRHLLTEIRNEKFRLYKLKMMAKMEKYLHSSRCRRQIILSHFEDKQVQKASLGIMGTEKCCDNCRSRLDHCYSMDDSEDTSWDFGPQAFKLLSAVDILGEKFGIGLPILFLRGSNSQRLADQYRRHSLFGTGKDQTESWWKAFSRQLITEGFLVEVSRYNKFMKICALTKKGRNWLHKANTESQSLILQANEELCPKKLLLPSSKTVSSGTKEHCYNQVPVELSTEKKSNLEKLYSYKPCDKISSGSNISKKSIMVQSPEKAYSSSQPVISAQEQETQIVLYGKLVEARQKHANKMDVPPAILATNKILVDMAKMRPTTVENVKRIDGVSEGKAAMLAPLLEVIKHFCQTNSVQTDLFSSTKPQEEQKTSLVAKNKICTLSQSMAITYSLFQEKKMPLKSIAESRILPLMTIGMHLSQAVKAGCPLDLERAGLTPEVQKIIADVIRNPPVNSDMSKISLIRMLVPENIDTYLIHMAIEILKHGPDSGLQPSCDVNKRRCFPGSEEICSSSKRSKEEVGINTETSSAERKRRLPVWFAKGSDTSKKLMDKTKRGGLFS
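Primary qHTS, 1536-well format. 20 nM WRN + compound, 15 min RT; start with 100 nM forked fluorophore/quencher duplex, 2 mM ATP (final); kinetic read ex 525/em 598 nm.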
HT1080NT lethal – qHTS for induction of synthetic lethality in tumor cells producing 2HG: qHTS for the HT-1080-NT fibrosarcoma cell line. HT-1080-NT fibrosarcoma viability, CellTiter-Glo ATP luminescence, 48 h. Potency, µM (series often up to 46.1 µM), for inactives: at the top dose activity, negative = less viability, actives largely listed as cytotoxic. 1.6% of 360,000 active. AID 686970, 2013;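 also: NT is the 2HG producing partner of a matched IDH1 knockdown line; potency is read from the fitted curve at half-maximal effect; 0% = DMSO-treated cells and -100% = media-only wells without cells; nearly all actives have a fitted effect of over 55% in size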
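Compounds were tested in concentration-response format on HT-1080-NT cells for 48 hours at 37 degrees C. Cell viability came from CellTiter-Glo luminescence; curves were classified by r2, response magnitude and activity.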
SW480 rereplic – A quantitative high throughput screen for small molecules that induce DNA re-replication in SW480 colon adenocarcinoma cells. SW480 DNA re-replication, Hoechst DNA content imaging, 48 h. Potency, µM (doses to about 46.1 µM), for the others: at the highest dose re-replication activation, most hits filed as activators. 1.8% of 340,000 active; also: potency is read from the fitted curve at half-maximal effect; % of control where 0% means no effect; nearly all actives have a fitted effect of over 55% in size
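First, 250 cells per well were seeded. Next, compound or vehicle (23 nL) was pinned in, plates sat 48 hr at 37 C. Finally Hoechst was added for 40 min before fluorescence scanning.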
HT1080 IDH1KD tx – qHTS for induction of synthetic lethality in tumor cells producing 2HG: qHTS for the HT-1080-IDH1KD cell line. 2% of 360,000 active. HT-1080 IDH1 knockdown viability, ATP luminescence, 48 h. AID 686971, 2013. Potency, µM (series often up to 46.1 µM), for inactives: top-dose activity, negative = toxicity, usual class: cytotoxic;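 also: potency is read from the fitted curve at half-maximal effect; 0% = DMSO wells and -100% = cell-free medium wells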
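Viability of IDH1-knockdown HT-1080 fibrosarcoma cells was assessed by CellTiter-Glo after 48 h at 37 °C with titrated compound; concentration-effect curves were classified by fit quality and response size.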
MCF10A rereplic – A quantitative high throughput screen for small molecules that induce DNA re-replication in MCF 10a normal breast cells; Potency, µM (doses to about 46.1 µM), for inactives: at the top dose activity, positive = re-replication, usual class: activators; 2.9% of 350,000 active; MCF 10A DNA re-replication, Hoechst nuclear intensity, 48 h; also: potency is read from the fitted curve at half-maximal effect; % of control where 0% means no effect; nearly all actives have a fitted effect of over 50% in size
KB-V1 cytotox – qHTS assay for MDR1-selective chemotherapeutics: Primary screen using the drug-selected MDR subline cells KB-V1; Potency, µM (series often up to 46.1 µM), without a hit: at the top dose activity change, negative = cytotoxicity, most hits filed as cytotoxic; KB-V1 MDR cells viability, CellTiter-Glo, 72 h; 3.4% of 400,000 active; also: potency is read from the fitted curve at half-maximal effect; % is scaled to controls: 0 for no effect and ±100 for the full control effect; nearly all actives have a fitted effect of over 60% in size
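KB-V1, DMEM (no phenol red) + 10% FBS; cpd pin-transferred, titration series; 72 h, 37 degrees C; CellTiter-Glo, luminescence. Data normalized, curve-fit.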
IL1B secr inh – qHTS for Inhibitors of Inflammasome Signaling: IL-1-beta AlphaLISA Primary Screen; activity change, % at 57.5 µM; 4.7% of 360,000 active; THP-1 LPS/ATP IL-1B secretion, AlphaLISA, 16 h; hits give low values; in the data active = activity change below about -50%; inconclusive = mostly about -30% to -49%; also: % is scaled to controls: 0 for no effect and ±100 for the full control effect
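THP-1 cells pretreated 1 hr with compounds (up to 57.5 uM final), then stimulated with LPS (250 ng/mL final) plus ATP (1.25 mM final); secreted IL-1B measured by AlphaLISA after 16 hr, decreased signal indicating inhibition.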
KB-3-1 cytotox – qHTS assay for MDR1-selective chemotherapeutics: Primary screen using the parental adenocarcinoma cell KB-3-1; KB-3-1 viability, CellTiter-Glo ATP luminescence, 72 h; Potency, µM (doses to about 46.1 µM), without a hit: at the top dose activity change, negative = cytotoxic, most hits filed as cytotoxic; 1.4% of 400,000 active; AID 1347075, 2019; also: potency is read from the fitted curve at half-maximal effect; % is scaled to controls: 0 for no effect and ±100 for the full control effect; nearly all actives have a fitted effect of over 60% in size
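Screening of KB-3-1 cells (DMEM, 10% FBS, phenol-red free) ran from lowest to highest compound concentration; after 72 h at 37 °C viability was read luminescently and curves fitted.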
ATXN2 expr inh – Primary qHTS for Inhibitors of ATXN expression. HEK-293 ATXN2-luciferase reporter, luminescence, 24 h. Potency, µM (titrated, usually from 57 µM), without a hit: at the top dose activity change, negative = inhibition, hits mostly inhibitors. 0.72% of 360,000 active; also: potency is read from the fitted curve at half-maximal effect; % is scaled to controls: 0 for no effect and ±100 for the full control effect; nearly all actives have a fitted effect of over 55% in size
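ATXN2-luciferase reporter cells (luciferase flanked by upstream and downstream ATXN2 gene portions) were treated 24 h at 37 °C with compounds at up to 57 uM. SteadyGlo luminescence gave expression; GF-AFC fluorescence gave viability.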
Numbers without * were called inactive; & = joins results of further samples; [ ] = another dose, or the depositor's remark. Unless noted, calls follow the shape of the dose curve; as a rule, active = well fitted curve in the direction sought with a large enough effect; inconclusive = small, poorly fitted or top-dose-only effect, or another doubt; inactive = no such curve, though single readings can be large; an effect the other way counts as inactive or inconclusive.

`O=C(N/N=C/c1cccnc1)c1cccc(NC(=O)c2cccc(Br)c2)c1` gave WRN inhibitor -7%, HT1080NT lethal -13%, SW480 rereplic -6%, HT1080 IDH1KD tx 0%, MCF10A rereplic 16%, KB-V1 cytotox -6%, IL1B secr inh 8, KB-3-1 cytotox -1% and ATXN2 expr inh -18%.
COc1ccccc1CNC(=O)COC(=O)Cc1c[nH]c2ccccc12 was read as WRN inhibitor -4%, HT1080NT lethal 3%, SW480 rereplic -3%, HT1080 IDH1KD tx 0%, MCF10A rereplic 0%, KB-V1 cytotox 13%, IL1B secr inh 11, KB-3-1 cytotox 2% and ATXN2 expr inh -9%.
Screening CC(=O)c1cnc(Oc2cc(Cl)ccc2Cl)nc1C returned WRN inhibitor 3%, HT1080NT lethal 15%, SW480 rereplic -9%, HT1080 IDH1KD tx 10%, MCF10A rereplic 10%, KB-V1 cytotox 0%, IL1B secr inh 3, KB-3-1 cytotox 0% and ATXN2 expr inh 3%.
Screening COc1cccc(C(=O)Oc2ccc(/C=N/Nc3ccc(C(=O)O)cc3)cc2OC)c1 returned WRN inhibitor -8%[57.1 µM], HT1080NT lethal -28%, SW480 rereplic 1%, HT1080 IDH1KD tx -11%, MCF10A rereplic -12%, KB-V1 cytotox 15%, IL1B secr inh -1, KB-3-1 cytotox -12% and ATXN2 expr inh inconclusive.
O=C(/C=C/c1cccs1)N1CCC2(CC1)Oc1ccc(F)cc1C(=O)C21CC(c2ccccc2)=NO1 (stereo unspecified) was read as WRN inhibitor -6%, HT1080NT lethal 0%, SW480 rereplic inconclusive, HT1080 IDH1KD tx -6%, MCF10A rereplic inconclusive, KB-V1 cytotox -1%, IL1B secr inh inconclusive, KB-3-1 cytotox -6% and ATXN2 expr inh 0%.
`Cc1cc(C(=O)Cn2nc(C(=O)O)c3ccccc3c2=O)c(C)n1C1CC1` gave WRN inhibitor 14%, HT1080NT lethal -17%, SW480 rereplic -2%, HT1080 IDH1KD tx 4%, MCF10A rereplic -1%, KB-V1 cytotox -13%, IL1B secr inh -9, KB-3-1 cytotox 2% and ATXN2 expr inh 3%.
Screening O=C(Nc1cc(Cl)ccc1-n1cncn1)c1ccco1 returned WRN inhibitor 7%, HT1080NT lethal 0%, SW480 rereplic -4%, HT1080 IDH1KD tx -1%, MCF10A rereplic -19%, KB-V1 cytotox 7%, IL1B secr inh -9, KB-3-1 cytotox -12% and ATXN2 expr inh 16%.
`CCc1nc2c(OCc3ccc(C(F)(F)F)cc3)cccn2c1N(C)C(=O)CC(C)C` gave WRN inhibitor -7%, HT1080NT lethal inconclusive, HT1080 IDH1KD tx inconclusive, KB-V1 cytotox inconclusive, IL1B secr inh -9, KB-3-1 cytotox inconclusive and ATXN2 expr inh inconclusive.
CC(=O)c1ccc(NC(=O)CSc2ccc3nnc(-c4cccnc4)n3n2)cc1 was read as WRN inhibitor 0%, HT1080NT lethal -2%, SW480 rereplic -12%, HT1080 IDH1KD tx -1%, MCF10A rereplic -4%, KB-V1 cytotox -6%, IL1B secr inh 0, KB-3-1 cytotox -8% and ATXN2 expr inh 7%.
O=C(NCCCN1CCOCC1)c1ccc(NS(=O)(=O)c2ccccc2)cc1 was read as WRN inhibitor -17%, HT1080NT lethal 3%, SW480 rereplic -4%, HT1080 IDH1KD tx 8%, MCF10A rereplic -11%, KB-V1 cytotox -1%, IL1B secr inh inactive, KB-3-1 cytotox 5% and ATXN2 expr inh 3%.
Screening COC(=O)c1cccc(CSc2nnc(-c3ccco3)n2-c2ccccc2)c1 returned WRN inhibitor -16%, HT1080NT lethal -10%, SW480 rereplic -4%, HT1080 IDH1KD tx -9%, MCF10A rereplic 9%, KB-V1 cytotox 0%, IL1B secr inh -3, KB-3-1 cytotox -8% and ATXN2 expr inh 2%.
For Cc1noc(/C=C/Nc2ccc(F)cc2F)c1[N+](=O)[O-] the results were WRN inhibitor 6%, HT1080NT lethal inconclusive, SW480 rereplic -3%, HT1080 IDH1KD tx inconclusive, MCF10A rereplic -4%, KB-V1 cytotox -5%, IL1B secr inh -13, KB-3-1 cytotox 29% and ATXN2 expr inh 86%[activator].
`CCCC(=O)n1nc(-c2ccco2)nc1N` gave WRN inhibitor -8%, HT1080NT lethal 15%, SW480 rereplic 2%, HT1080 IDH1KD tx 17%, MCF10A rereplic -1%, KB-V1 cytotox 1%, IL1B secr inh 9, KB-3-1 cytotox 9% and ATXN2 expr inh -5%.
Screening COc1cccc(C(=O)N2CCN(S(=O)(=O)Cc3ccccc3)CC2)c1OC returned WRN inhibitor 4%, HT1080NT lethal 2%, SW480 rereplic 0%, HT1080 IDH1KD tx 2%, MCF10A rereplic 0%, KB-V1 cytotox -26%, IL1B secr inh 20, KB-3-1 cytotox 4% and ATXN2 expr inh -8%.
`CCOC(=O)c1nn(-c2ccc(OCC)cc2)c2nc(-c3ccco3)c(C#N)c(=O)n12` gave WRN inhibitor 2%, HT1080NT lethal -2%, SW480 rereplic -4%, HT1080 IDH1KD tx 8%, MCF10A rereplic inconclusive, KB-V1 cytotox 1%, IL1B secr inh 5, KB-3-1 cytotox -15% and ATXN2 expr inh -19%.

Reprinted from the part before: two compounds, then new ones.
Screening COc1cccc(C(=O)N2CCN(S(=O)(=O)Cc3ccccc3)CC2)c1OC returned WRN inhibitor 4%, HT1080NT lethal 2%, SW480 rereplic 0%, HT1080 IDH1KD tx 2%, MCF10A rereplic 0%, KB-V1 cytotox -26%, IL1B secr inh 20, KB-3-1 cytotox 4% and ATXN2 expr inh -8%.
`CCOC(=O)c1nn(-c2ccc(OCC)cc2)c2nc(-c3ccco3)c(C#N)c(=O)n12` gave WRN inhibitor 2%, HT1080NT lethal -2%, SW480 rereplic -4%, HT1080 IDH1KD tx 8%, MCF10A rereplic inconclusive, KB-V1 cytotox 1%, IL1B secr inh 5, KB-3-1 cytotox -15% and ATXN2 expr inh -19%.
Screening Cc1ccccc1NC(=O)COC(=O)CCC(=O)c1cccs1 returned WRN inhibitor -1%, HT1080NT lethal 16%, SW480 rereplic inconclusive, HT1080 IDH1KD tx 11%, MCF10A rereplic 1%, KB-V1 cytotox 6%, IL1B secr inh -9, KB-3-1 cytotox -5% and ATXN2 expr inh 5%.
For C=CCn1c(C)cc(C(=O)CSc2nnc(NCc3ccccc3)s2)c1C the results were WRN inhibitor 6%, HT1080NT lethal inconclusive, SW480 rereplic inconclusive, HT1080 IDH1KD tx inconclusive, MCF10A rereplic 3.7µM*, KB-V1 cytotox 10µM*, IL1B secr inh -5, KB-3-1 cytotox 13µM* and ATXN2 expr inh 1%.
For O=C(COC(=O)c1cnc(Cl)c(Cl)c1)NCc1ccco1 the results were WRN inhibitor -23%, HT1080NT lethal 27%, SW480 rereplic -1%, HT1080 IDH1KD tx 3%, MCF10A rereplic -3%, KB-V1 cytotox 23%, IL1B secr inh 10, KB-3-1 cytotox 9% and ATXN2 expr inh -7%.
`Cc1ccc(NS(=O)(=O)c2c(C)[nH]c(=O)[nH]c2=O)c(C)c1` gave WRN inhibitor 1%, HT1080NT lethal -2%, SW480 rereplic -9%, HT1080 IDH1KD tx 5%, MCF10A rereplic -7%, KB-V1 cytotox -15%&29%, IL1B secr inh 2, KB-3-1 cytotox 17%&5% and ATXN2 expr inh 11%.
For COc1ccc(NC(=O)CN2C(=O)NC3(CCCC3)C2=O)cc1S(=O)(=O)N1CCCCC1 the results were WRN inhibitor -4%, HT1080NT lethal 9%, SW480 rereplic 3%, HT1080 IDH1KD tx 14%, MCF10A rereplic 4%, KB-V1 cytotox 3%, IL1B secr inh -4, KB-3-1 cytotox -2% and ATXN2 expr inh 4%.
`CCOc1ccc(CCNC(=O)COC(=O)c2ccc(F)c(S(=O)(=O)N3CCOCC3)c2)cc1OCC` gave WRN inhibitor 4%, HT1080NT lethal 4%, SW480 rereplic -2%, HT1080 IDH1KD tx -2%, MCF10A rereplic 10%, KB-V1 cytotox 13%, IL1B secr inh 0, KB-3-1 cytotox 3% and ATXN2 expr inh 0%.
For CCOc1ccc(C2N(c3ccc(F)cc3)C(=O)C3CCCN32)cc1 (stereo unspecified) the results were WRN inhibitor -2%, HT1080NT lethal 0%, SW480 rereplic -5%, HT1080 IDH1KD tx 2%, MCF10A rereplic 1%, KB-V1 cytotox inconclusive, IL1B secr inh 1, KB-3-1 cytotox 25% and ATXN2 expr inh 4%.
O=C(CSc1nc(-c2ccc(F)cc2)cs1)N1CCOCC1 was read as WRN inhibitor -5%, HT1080NT lethal 6%, SW480 rereplic inconclusive, HT1080 IDH1KD tx 6%, MCF10A rereplic inconclusive, KB-V1 cytotox inconclusive, IL1B secr inh -21, KB-3-1 cytotox -8% and ATXN2 expr inh 37%[activator].
For CCCn1c(SCC(=O)N2c3ccccc3CC2C)n[nH]c1=O (stereo unspecified) the results were WRN inhibitor 1%, HT1080NT lethal -5%, SW480 rereplic 1%, HT1080 IDH1KD tx -5%, MCF10A rereplic -1%, KB-V1 cytotox 0%, IL1B secr inh 3, KB-3-1 cytotox 11% and ATXN2 expr inh -1%.
Screening COc1cccc(CC(=O)Nc2ccccc2N2CCCC2)c1 returned WRN inhibitor 8%, HT1080NT lethal 8%, SW480 rereplic -14%, HT1080 IDH1KD tx 0%, MCF10A rereplic -2%, KB-V1 cytotox -8%, IL1B secr inh 25, KB-3-1 cytotox 2% and ATXN2 expr inh 2%.
